Source: PubChem
SMN2 splice up = SMN2 splice variant enhancement; Potency, µM (series often up to 46.1 µM), for inactives: top-dose activity change, positive = activation, actives largely listed as activators; HEK293 SMN2-luciferase splicing reporter, luminescence, 30-36 h; hit rate 2.8% among 210,000; AID 1458; note: % of control where 0% means no effect; nearly all actives have a fitted effect of over 55% in size
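qHTS luciferase splicing reporter: luminescence rises when SMN2 exon 7 is included in transfected HEK293 cells. Compound exposure lasted 30-36 h at 37C, with 4.5 mM final sodium butyrate as control, followed by a ONE-Glo read.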
NPSR antagonist = neuropeptide S receptor (human) antagonism, cAMP; hit rate 1% among 220,000; Q6W5P4; Potency, µM (highest dose often 38.3 µM), for the others: at the top dose activity change, negative = inhibition, usual class: inhibitors; CHO-NPSR cells, cAMP TR-FRET, antagonist mode; note: % is set by controls: 0 for no effect and ±100 for the full control effect; nearly all actives have a fitted effect of over 50% in size; many of its hits are not listed in these tables
Target sequence (Q6W5P4 whole entry, looked up): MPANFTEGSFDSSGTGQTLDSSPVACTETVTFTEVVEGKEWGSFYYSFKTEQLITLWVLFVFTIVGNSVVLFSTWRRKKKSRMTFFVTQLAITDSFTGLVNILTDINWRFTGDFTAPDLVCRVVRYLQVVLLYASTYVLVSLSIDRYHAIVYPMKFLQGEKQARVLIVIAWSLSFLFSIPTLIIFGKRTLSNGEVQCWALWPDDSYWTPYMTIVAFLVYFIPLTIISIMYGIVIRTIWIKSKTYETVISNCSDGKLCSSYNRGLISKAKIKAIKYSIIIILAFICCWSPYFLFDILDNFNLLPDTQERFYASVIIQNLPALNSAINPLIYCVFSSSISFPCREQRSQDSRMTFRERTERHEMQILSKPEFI
Epigenetic reg = derepresses silenced GFP reporter in murine cells | murine LDR cells, GFP reporter derepression, 30 h | Potency, µM (titrated, usually from 53.9 µM), for the others: top-dose GFP activation, most hits filed as activators | hit rate 0.2% among 280,000 | AID 1865; note: % of control where 0% means no effect; nearly all actives have a fitted effect of over 60% in size
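GFP-positive cell count by laser-scanning cytometry (objects 20–120 um) after 30 h, 37 C compound exposure of murine LDR cells; reporter is CMV-GFP integrated at a silenced locus, inducible by HDAC or DNMT inhibitors.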
Luc counter = counter-screen: inhibitors of Kinase-Glo firefly luciferase | Q27757 | Kinase-Glo luciferase, ATP luminescence, 8 min | Potency, µM (top dose mostly 38.3 µM), for inactives: at the highest dose activity change, negative = inhibition, actives largely listed as inhibitors | hit rate 0.28% among 200,000; note: % is set by controls: 0 for no effect and ±100 for the full control effect; nearly all actives have a fitted effect of over 60% in size
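Compounds were added to a substrate mix at pH 7.2 (50 mM imidazole, 10 uM ATP, within the enzyme's linear range), followed by Kinase-Glo detection reagent; luminescence was measured after 8 minutes at ambient temperature.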
GoLoco inh red = RGS12 GoLoco-Gai1 interaction inhibition; P63096; AID 880; hit rate 0.44% among 230,000; Potency, µM (doses to about 61.6 µM), for inactives: at the highest dose activity, negative = inhibition, hits mostly inhibitors; Gai1:RGS12 GoLoco peptide FP, rhodamine, 10 min; active = well fitted inhibition curve with a large enough effect, not every such curve was filed as active; inactive = no such curve, though single readings can be large or run the other way; note: % is set by controls: 0 for no effect and ±100 for the full control effect; nearly all actives have a fitted effect of over 30% in size; many of its hits are not listed in these tables
RECQ1 inh = RECQ1 (human) helicase inhibition. AID 2549. hit rate 0.54% among 240,000. P46063. RECQ1 DNA unwinding, red fluorescence kinetic read. Potency, µM (series often up to 57.3 µM), for inactives: top-dose activity, negative = inhibition, most hits filed as inhibitors;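 note: plate controls were vehicle for no effect and no enzyme for full effect; nearly all actives have a fitted effect of over 30% in size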
Target sequence (P46063 whole entry, looked up): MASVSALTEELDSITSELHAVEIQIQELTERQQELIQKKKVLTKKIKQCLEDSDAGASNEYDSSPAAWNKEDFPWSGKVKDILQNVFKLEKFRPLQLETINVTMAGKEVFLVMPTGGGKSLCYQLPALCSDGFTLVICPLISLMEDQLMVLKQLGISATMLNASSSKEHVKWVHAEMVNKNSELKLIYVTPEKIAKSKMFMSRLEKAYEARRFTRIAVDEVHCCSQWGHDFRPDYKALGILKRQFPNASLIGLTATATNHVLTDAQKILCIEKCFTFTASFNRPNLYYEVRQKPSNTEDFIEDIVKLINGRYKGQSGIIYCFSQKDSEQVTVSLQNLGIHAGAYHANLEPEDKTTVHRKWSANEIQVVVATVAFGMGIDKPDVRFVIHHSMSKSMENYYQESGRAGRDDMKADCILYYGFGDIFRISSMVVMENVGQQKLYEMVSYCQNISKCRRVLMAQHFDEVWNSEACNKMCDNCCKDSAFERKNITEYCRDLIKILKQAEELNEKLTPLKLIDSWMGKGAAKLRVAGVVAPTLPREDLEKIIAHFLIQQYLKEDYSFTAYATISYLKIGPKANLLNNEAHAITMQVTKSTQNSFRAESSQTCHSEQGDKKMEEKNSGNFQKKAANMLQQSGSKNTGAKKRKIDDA
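50 nM RECQ1T1 preincubated 15 min with compound in Tris pH 8.0 buffer with MgCl2, DTT, Tween-20 and 2.5 ug/ml poly(dI-dC); started with 200 nM TAMRA/BHQ-2 forked duplex and 2 mM ATP. Unwinding read as fluorescence (525/598 nm), two reads 2 h apart.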
IMPase Li cell = cell-permeable IMPase inhibitors with lithium potentiation. AID 1457. Potency, µM (doses to about 59.4 µM), inactives show top-dose activity, negative = IMPase inhibition, actives largely listed as inhibitors. CHO-M1 cells, IP1 TR-FRET (IP-One), carbachol + lithium. hit rate 0.35% among 210,000;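 note: IP1 builds up when IMPase is blocked and the TR-FRET signal falls; plate controls were basal vehicle for no effect and high inhibitor control for full effect; nearly all actives have a fitted effect of over 50% in size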
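Readout is a homogeneous TR-FRET IP1 immunoassay (Ex 320, Em 665 and 620), where raised cytosolic IP1 lowers signal. Cells were CHO-M1 treated 30 min at 37C with test compounds plus a little lithium; AC50 values came from Hill-equation fitting.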
JMJD2E inh = JMJD2E (human) inhibition; B2RXH2; JMJD2E catalytic domain, FDH-coupled NADH fluorescence (FDH is formaldehyde dehydrogenase); Potency, µM (highest dose often 57.1 µM), for the others: at the highest dose activity change, negative = inhibition, most hits filed as inhibitors; hit rate 1.6% among 230,000; active = well fitted inhibition curve with a large enough effect, not every such curve was filed as active; inconclusive = small, poorly fitted or top-dose-only effect, or another doubt; inactive = no such curve, though single readings can be large or run the other way;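 note: 0% = wells with enzyme and -100% = buffer wells without enzyme; nearly all actives have a fitted effect of over 50% in size; many of its hits are not listed in these tables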
* = called active by the depositor; i = inactive; ? = inconclusive; / = no result given; & = joins results of further samples; ! = not active in a repeat; [ ] = another dose, or the depositor's remark. Unless noted, calls come from the whole dose curve; as a rule, active = well fitted curve in the direction sought with a large enough effect; inconclusive = small, poorly fitted or top-dose-only effect, or another doubt; inactive = no such curve, though single readings can be large; an effect the other way counts as inactive or inconclusive. Potency is the fitted concentration of half-maximal effect. A portion of the library; rates above refer to the full screens.

No.	Molecule	RECQ1 inh	Luc counter	GoLoco inh red	NPSR antagonist	JMJD2E inh	Epigenetic reg	SMN2 splice up	IMPase Li cell
1	CCCn1nnc(NCc2ccc(OCc3cccs3)c(OC)c2)n1	i	1%	1%	-3%[46.1 µM]	-15%	-3.4%	-8%	3%
2	Cc1ccc(-c2csc(N/N=C/C=C/c3ccccc3)n2)cc1	-5%	-5%	3%	-5%[46.1 µM]	-3%	2.3%	1%	-11%[38.3 µM]
3	CCOc1ccc(C(C)=O)cc1CSc1nc2nc(C)cc(C)n2n1	i	-1%	13%	-41%	-2%	0.0%	2%	11%
4	O=C(OCn1nnc2ccccc2c1=O)c1ccc(N2CCOCC2)c([N+](=O)[O-])c1	i	3%	-6%	14%	4%	1.0%	0%	16%
5	Cc1sc2nc(CSc3cccc(C(F)(F)F)c3)[nH]c(=O)c2c1C	-2%	/	/	-15%[46.1 µM]	1%	0.0%	/	/
6	O=C(O)CC1S/C(=N/N=C/c2ccc(Br)cc2)N(c2ccccc2)C1=O (stereo unspecified)	i	/	-4%	-30%	-11%	-0.4%	/	2%
7	Cc1cccc(OCc2nc(-c3nonc3N)no2)c1C	-17%	1%	-13%	-20%[46.1 µM]	5%	1.2%	10µM*	29%[38.3 µM]
8	Cc1ccc(NCc2nnc(SCC(=O)NNC(=O)Cc3ccccc3)n2C)cc1	3%	/	-13%	21%	10%	0.0%	/	/
9	Cc1nnc(NC(=O)CSc2nnc(CNC(=O)C34CC5CC(CC(C5)C3)C4)n2C2CCCCC2)s1	-4%	0%	4%	-16%[46.1 µM]	2%	0.9%	20%	1%[38.3 µM]
10	CCC(CC)C(=O)Nc1cc(OC)c(OC)cc1C(=O)O	-7%	-1%	15%	-5%[46.1 µM]	?	-2.1%	27%	16%[38.3 µM]
11	Cc1c(C#N)c(NC(=O)CCl)n(Cc2cccs2)c1C	i	-5%	22%	-5%	4%	-0.5%	-103%[inhibitor]	-5%
12	COc1cc(O)c(C(=O)c2ccccc2)cc1O	?	0%	-31%	/	?	?	-6%	16%
13	COc1cccc(CNc2nc3ccccc3n2CCN2CCCCC2)c1OC	i	1%	-2%	11%	-1%	0.0%	-15%	18%
14	CCc1ccc(CN(C)C(=O)CC2C(=O)NCCN2Cc2ccoc2)cc1 (stereo unspecified)	-4%	0%	3%	-10%	-4%	-1.2%	/	3%
15	CN(C)c1ccc(C(=S)N2CCN(Cc3ccccc3)CC2)cc1	i	/	-10%	44%	-14%	-0.1%	/	-1%
16	O=C(Nc1ccc2snnc2c1)N1CCN(c2ccccc2)CC1	21%	-1%	4%	-26%[46.1 µM]	-10%	-6.2%	-10%	3%[38.3 µM]
17	COc1ccc(NC(=O)Nc2ccccc2C(N)=O)cc1OC	i	?	4%	-17%[46.1 µM]	-5%	0.7%	-8%	-13%[38.3 µM]
18	O=C(Nc1ccccc1)/C(=C/c1cccnc1)NC(=O)c1ccco1	-6%	0%	5%	9%[46.1 µM]	-1%	0.0%	2%	9%
19	Cn1cccc1/C=N\NC(=O)c1cncc(Br)c1	-4%	/	30%	3%	-6%	-1.0%	/	/
20	CC(OC(=O)C1=Cc2ccccc2OC1)C(=O)NC(C)(C)C (stereo unspecified)	i	2%	-6%	-12%	17%	0.4%	/	-2%
21	COc1ccc(NC(=O)CN2CCC(C)CC2)c([N+](=O)[O-])c1	?	-2%	-3%	-11%[46.1 µM]	6%	0.0%	-1%	29%[38.3 µM]
22	Fc1ccccc1N1CCN(Cc2cnc(Cl)s2)CC1	i	-1%	8%	-3%	6%	-2.5%	-9%	7%
23	COC(=O)[C@@]1(Cc2ccc(F)cc2)[C@@H]2[C@@H](CC(=O)[C@H]2CC(=O)C(=O)N(C)C)CN1C(=O)c1ccccc1	0%&-15%	10%&-2%	4%&10%	0%	16µM*!	1.4%&2.1%	-15%&-11%	2%&1%
24	Cc1cccc(NC2=CC(=O)OC(C)C2)c1 (stereo unspecified)	-11%	19%	-8%	-1%[46.1 µM]	0%	2.9%	-7%	9%[38.3 µM]
25	COc1ccc(C)cc1NC(=S)NC(C)c1ccc(OC)c(OC)c1 (stereo unspecified)	i	3%	-5%	38%	-5%	-4.1%	/	13%
26	C=C(C)COc1ccc(-c2[nH]ncc2-c2ccc(Br)cc2)c(O)c1	6%	-1%	1%	?	20%	-1.0%	-4%	7%
27	Cc1ccc2nc3c(cc(S(=O)(=O)c4ccccc4)c(=N)n3Cc3ccco3)c(=O)n2c1	i	5%	24%	25%	?	?	/	8%
28	Cc1cc(C(=O)OCC(=O)NCc2ccco2)c(C)n1-c1ccccc1	?	0%	18%	?	-3%	5.3%	-7%	6%[38.3 µM]
29	CC(C)NCC(=O)Nc1c2c(nc3ccccc13)CCC2	-7%	/	1%	16%[7.67 µM]	?	-1.4%	/	/
30	COc1ccc(OC)c(C(O)c2coc3ccc(O)c(CN4CCOCC4)c23)c1 (stereo unspecified)	-6%	8%	-8%	?	0%	1.2%	4%	21%[38.3 µM]
31	CN(C)S(=O)(=O)N1CCN(S(=O)(=O)N(C)C)CC1	-4%	8%	-2%	-11%[46.1 µM]	1%	5.2%	-14%	6%[38.3 µM]
32	O=C(NCCN1C(=O)C2C3C=CC(C3)C2C1=O)N1CCCCC1 (stereo unspecified)	i	-1%	5%	2%[46.1 µM]	6%	-0.8%	-3%	19%[38.3 µM]

Records above marked active in SMN2 splice up.
#	compound	RECQ1 inh	GoLoco inh red	NPSR antagonist	JMJD2E inh	Epigenetic reg	SMN2 splice up	IMPase Li cell
7	Cc1cccc(OCc2nc(-c3nonc3N)no2)c1C	-17%	-13%	-20%[46.1 µM]	5%	1.2%	10µM*	29%[38.3 µM]

Carrying on.
No.	Molecule	RECQ1 inh	Luc counter	GoLoco inh red	NPSR antagonist	JMJD2E inh	Epigenetic reg	SMN2 splice up	IMPase Li cell
33	CCn1c(C(C)NC(=O)c2cccs2)n[nH]c1=S (stereo unspecified)	i	-2%	-28%	12%	0%	1.1%	5%	2%
34	CCOC(=O)N1CCC(=NNC(=O)COc2ccc(C#N)cc2)CC1	-2%	/	/	-12%[46.1 µM]	3%	-0.9%	/	/
35	CCOc1ccc(S(=O)(=O)Nc2cccc(OC)c2)cc1	8%	5%	2%	-3%[46.1 µM]	6%	6.2%	-32%[inhibitor]	31%[activator][38.3 µM]
36	O=C(N/N=C/c1cccnc1)/C(=C\c1cccs1)NC(=O)c1ccccc1	-7%	-2%	4%	3%	-4%	-3.2%	-1%	-2%
37	CC1CCc2nc(NCCO)nc(C(F)(F)F)c2C1 (stereo unspecified)	i	1%	-11%	5%[46.1 µM]	-13%	0.0%	0%	0%[38.3 µM]
38	Cn1c(SCC(=O)N2CCc3ccccc32)nnc1C1CC1	-8%	-6%	-3%	-4%[46.1 µM]	1%	-0.1%	15%	-10%[38.3 µM]
39	Cc1cc(N2C(=O)C3C4CC(C(Br)C4Br)C3C2=O)no1 (stereo unspecified)	-3%	-6%	10%	12%	-4%	-0.1%	7%	1%
40	O=CC1=C(N2CCOCC2)/C(=C\c2ccccc2)CC1	-8%	/	-6%	9%	9%	4.1%	/	-3%
41	Cc1ccc(CNCC(O)(c2ccccc2)c2ccc(F)cc2)cc1 (stereo unspecified)	-5%	-1%	-15%	-26%[46.1 µM]	-4%	2.0%	-48%[inhibitor]	56%[activator][38.3 µM]
42	CCC(c1nnnn1CCOC)N1CCN(Cc2ccccc2OC)CC1 (stereo unspecified)	-9%	4%	-3%	-2%[46.1 µM]	9%	-0.9%	-12%	-4%[38.3 µM]
43	Cc1ccc(CNC(=O)Cn2c(=O)n(-c3ccccc3)c(=O)c3sccc32)cc1	-10%	-1%	-7%	1%	1%	0.1%	-12%	-6%
44	CCOC(=O)c1[nH]ncc1CN1CCC(Cc2cccc(OC)c2)(C(=O)OCC)CC1	-1%	/	-10%	5%	-3%	-3.1%	/	/
45	CC1(C)COC(c2cccn2Cc2ccc(F)cc2Cl)=N1	i	0%	-8%	-11%[46.1 µM]	-7%	0.3%	-12%	-7%[38.3 µM]
46	Cn1cnc([N+](=O)[O-])c1S(=O)(=O)c1cccc(Cl)c1	i	-2%	5%	-13%	7%	?	4%	8%
47	CSCC[C@H](NC(=O)[C@H](Cc1ccccc1)NC[C@@H](NC[C@@H](N)CS)C(C)C)C(=O)O	-13%	/	-25%	/	/	1.1%	11%	7%
48	CC1CN(C(=O)Nc2cccc(C(F)(F)F)c2)CC(C)O1 (stereo unspecified)	4%	-1%	5%	0%	3%	1.1%	-5%	-2%
49	COCCCNC(=S)Nc1ccc(C)cc1	i	/	8%	16%	3%	-0.1%	/	/
50	Cn1c(=O)n(C)c2cc(/C=N/NC(=O)c3cc4cc(Br)ccc4o3)ccc21	-7%	/	3%	?	?	-0.8%	/	/
51	Cc1nc(C(=O)NCC(=O)c2ccccc2)c(C(F)(F)F)o1	-2%	/	-2%	-3%	-4%	-3.5%	/	/

Limited to GoLoco inh red, IMPase Li cell and Luc counter, for 2 of the compounds above:
item	Compound	GoLoco inh red	IMPase Li cell	Luc counter
41	Cc1ccc(CNCC(O)(c2ccccc2)c2ccc(F)cc2)cc1 (stereo unspecified)	-15%	56%[activator][38.3 µM]	-1%
51	Cc1nc(C(=O)NCC(=O)c2ccccc2)c(C(F)(F)F)o1	-2%	/	/

An excerpt from above in order of the Epigenetic reg value, high to low.
no.	mol	RECQ1 inh	GoLoco inh red	NPSR antagonist	JMJD2E inh	Epigenetic reg	SMN2 splice up	IMPase Li cell
18	O=C(Nc1ccccc1)/C(=C/c1cccnc1)NC(=O)c1ccco1	-6%	5%	9%[46.1 µM]	-1%	0.0%	2%	9%
38	Cn1c(SCC(=O)N2CCc3ccccc32)nnc1C1CC1	-8%	-3%	-4%[46.1 µM]	1%	-0.1%	15%	-10%[38.3 µM]
14	CCc1ccc(CN(C)C(=O)CC2C(=O)NCCN2Cc2ccoc2)cc1 (stereo unspecified)	-4%	3%	-10%	-4%	-1.2%	/	3%
